# Assay outcomes deposited in PubChem BioAssay by National Center for Advancing Translational Sciences (NCATS).
# RGS4 inhibitor: Inhibitors of Regulator of G Protein Signaling (RGS) 4: qHTS | Potency, µM (top dose mostly 114 µM), inactives show at the highest dose activity change, negative = inhibition, hits mostly inhibitors | 390,000 compounds, 0.039% hits | AID 504845, 2011 | Regulator of G-protein signaling 4 (Homo sapiens), P49798 | Transcreener GDP fluorescence polarization, RGS4-accelerated GTP hydrolysis; also: % is scaled to controls: 0 for no effect and ±100 for the full control effect; nearly all actives have a fitted effect of over 75% in size; some results filed as inactive show a strong effect at the top dose
# Target sequence (P49798 whole entry, looked up): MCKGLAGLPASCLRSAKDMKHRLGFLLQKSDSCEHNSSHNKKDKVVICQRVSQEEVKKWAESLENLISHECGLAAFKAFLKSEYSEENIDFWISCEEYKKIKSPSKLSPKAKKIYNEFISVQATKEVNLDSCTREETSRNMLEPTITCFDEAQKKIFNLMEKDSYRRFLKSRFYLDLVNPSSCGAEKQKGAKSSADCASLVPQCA
#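 MLSMR compounds (23 nl, pin-transferred) preincubated 10 min at room temperature with a 500nM (2x) first reagent, then RGS4 at 900nM (2x) plus Transcreener GDP mix added; fluorescence polarization (620/688 nm) read before and after 90 min at 30 °C.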
# ALOX12 inh: Primary qHTS assay for inhibitors of human arachidonate 12S-lipoxygenase (ALOX12): Round 2; purified 12hLO, xylenol orange hydroperoxide absorbance; Potency, µM (titrated, usually from 108 µM), for inactives: at the top dose activity change, negative = inhibition, usual class: inhibitors; 580,000 compounds, 1.1% hits; AID 1671190, 2021; also: % is scaled to controls: 0 for no effect and ±100 for the full control effect
# Target sequence (P18054 whole entry, looked up): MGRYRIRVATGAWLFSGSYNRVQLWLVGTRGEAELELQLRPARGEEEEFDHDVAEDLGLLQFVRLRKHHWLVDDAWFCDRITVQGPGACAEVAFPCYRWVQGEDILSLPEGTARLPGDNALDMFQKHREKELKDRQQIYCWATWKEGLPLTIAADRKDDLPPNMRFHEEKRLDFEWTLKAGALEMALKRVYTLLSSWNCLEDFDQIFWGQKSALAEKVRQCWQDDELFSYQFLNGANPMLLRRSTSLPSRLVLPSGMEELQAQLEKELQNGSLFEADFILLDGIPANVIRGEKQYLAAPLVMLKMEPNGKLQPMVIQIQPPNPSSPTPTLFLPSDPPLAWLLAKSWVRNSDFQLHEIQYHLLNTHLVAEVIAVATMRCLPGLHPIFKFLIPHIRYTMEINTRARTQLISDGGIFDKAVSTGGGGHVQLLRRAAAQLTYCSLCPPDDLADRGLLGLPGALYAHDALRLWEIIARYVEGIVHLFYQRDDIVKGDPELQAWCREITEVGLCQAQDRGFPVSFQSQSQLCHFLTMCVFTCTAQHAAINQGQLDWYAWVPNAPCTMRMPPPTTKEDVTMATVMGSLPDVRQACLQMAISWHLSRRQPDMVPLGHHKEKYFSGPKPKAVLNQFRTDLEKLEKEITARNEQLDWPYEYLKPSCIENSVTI
#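 Purified human 12hLO at 150 nM in 25 mM Hepes, 0.01% Triton X-100, pH 7.0, preincubated 15 min at room temperature with compound. Reaction started with 40 uM arachidonic acid, 30 min at room temperature. Hydroperoxide measured by Fe-xylenol orange, 573/405 nm absorbance ratio.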
# TrxR1 substrate: qHTS Assay for Substrates of Mammalian Selenoprotein Thioredoxin Reductase 1 (TrxR1): qHTS; Thioredoxin reductase 1, cytoplasmic (Rattus norvegicus), O89049; purified TrxR1 substrate turnover, NADPH consumption readout; Potency, µM (doses to about 114 µM), for the others: top-dose activity change, negative = substrate turnover; 390,000 compounds, 0.01% hits; AID 588456, 2011; also: % is scaled to controls: 0 for no effect and ±100 for the full control effect; nearly all actives have a fitted effect of over 50% in size
#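 Rat TrxR1, dispensed at 90 nM, was prereduced with 400 uM NADPH (final) for 5 min at ~22 deg C, then incubated with compound 15 min before 400 uM selenite. A first-read NADPH fluorescence drop versus no-compound background flagged substrates.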
# RXFP1 agonist: qHTS Assay for Agonists of the Relaxin Receptor RXFP1; Relaxin receptor 1 (Homo sapiens), Q9HBX9; 370,000 compounds, 0.3% hits; HEK293T-RXFP1 cAMP TR-FRET, 30 min; response scale: percent of porcine relaxin response, buffer zero; AID 2676, 2010; Potency, µM (series often up to 57.5 µM), inactives show at the top dose activation, usual class: activators; also: % is scaled to controls: 0 for no effect and ±100 for the full control effect; nearly all actives have a fitted effect of over 60% in size; many of its hits are not listed in these tables
#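 HEK293T cells stably expressing RXFP1 were pretreated with the PDE4 inhibitor Ro 20174, exposed to compounds for 30 min at 37C, lysed, and cAMP was read by TR-FRET. Data normalized to buffer (basal) and 29 nM porcine relaxin (100%).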
# rTrxR1 inhibitor: qHTS Assay for Inhibitors of Mammalian Selenoprotein Thioredoxin Reductase 1 (TrxR1): qHTS. Thioredoxin reductase 1, cytoplasmic (Rattus norvegicus), O89049. recombinant rTrxR1, NADPH fluorescence consumption, selenite substrate. Potency, µM (titrated, usually from 114 µM), inactives show top-dose activity change, negative = inhibition, hits mostly inhibitors. 390,000 compounds, 1% hits; also: % is scaled to controls: 0 for no effect and ±100 for the full control effect; nearly all actives have a fitted effect of over 65% in size
#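 Rat TrxR1 (90 nM in the dispensed reagent) was pre-reduced with 400 uM NADPH for 5 min at room temperature, then incubated with compound for 15 min. After 400 uM selenite was added, NADPH fluorescence (Ex 340/Em 450 nm) was followed for 8 min.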
# IDH1 R132H inh: qHTS for Inhibitors of mutant isocitrate dehydrogenase 1 (IDH1): qHTS; IDH1-R132H enzyme, NADPH consumption, diaphorase/resazurin fluorescence; Potency, µM (doses to about 76.6 µM), without a hit: at the top dose activity change, negative = inhibition, most hits filed as inhibitors; 390,000 compounds, 0.093% hits; also: % is scaled to controls: 0 for no effect and ±100 for the full control effect; nearly all actives have a fitted effect of over 65% in size
#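 IDH1-R132H (0.5 ug/mL) preincubated 30 min with compound, then NADPH (0.016 mM) and alpha-KG (2 mM) added; 80 min at RT, pH 7.5. Remaining NADPH coupled via diaphorase/resazurin to fluorescence (540/590 nm); concentration-response curves normalized to no-enzyme control.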
# USP1-UAF1 inh: Inhibitors of USP1/UAF1: Primary Screen | Ubiquitin carboxyl-terminal hydrolase 1 (Homo sapiens), O94782 | recombinant USP1/UAF1, Ub-Rhodamine cleavage fluorescence | Potency, µM (doses to about 57.1 µM), for inactives: at the highest dose activity change, negative = inhibition, hits mostly inhibitors | 390,000 compounds, 0.23% hits | AID 743255, 2014; also: % is scaled to controls: 0 for no effect and ±100 for the full control effect; nearly all actives have a fitted effect of over 60% in size; inactives centre near -12
#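 In this screen, compounds sit with the deubiquitinase complex (1nM) for 15 min at room temperature before Ub-Rho is added at 150nM final. Fluorescence rise is then followed for 6 reads every 60 seconds.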
# Vif-APOBEC3F blk: qHTS for Inhibitors of Vif-A3F Interactions: qHTS | HeLa A3F-eYFP + Vif (tagged APOBEC3F with the HIV-1 protein that degrades it), YFP fluorescence increase | 390,000 compounds, 0.2% hits | AID 602313, 2012 | Potency, µM (top dose mostly 46.1 µM), without a hit: at the highest dose activity, negative = active; also: % of control where 0% means no effect; nearly all actives have a fitted effect of over 65% in size
#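 HeLa cells stably expressing Vif plus C-terminally eYFP-tagged A3F were seeded, incubated overnight at 37 deg C, dosed with compound, incubated overnight again at 37 deg C. Yellow fluorescence (Ex 488/Em 500-530) reported blocked Vif-mediated A3F-eYFP degradation.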
# Vif-A3G inh: qHTS for Inhibitors of Vif-A3G Interactions: qHTS; 410,000 compounds, 0.076% hits; HeLa A3G-eYFP + Vif (tagged APOBEC3G with the HIV-1 protein that degrades it), YFP fluorescence, overnight; DNA dC->dU-editing enzyme APOBEC-3G (Homo sapiens), Q9HC16; Potency, µM (titrated, usually from 46.1 µM), without a hit: top-dose activity, negative = active, usual class: inhibitors; AID 602310, 2012;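 also: % is scaled to controls: 0 for no effect and ±100 for the full control effect; nearly all actives have a fitted effect of over 60% in size; hits raise eYFP signal because A3G escapes Vif-driven loss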
#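 HeLa cells stably expressing Vif and C-terminally eYFP-tagged A3G, seeded overnight at 37 deg C, then exposed to compound by pintool overnight at 37 deg C. Rise in yellow fluorescence (Ex 488/Em 500-530, Acumen) marks blocked Vif-driven A3G degradation.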
# Starred values were filed as active, the others as inactive; ? = inconclusive; / = no result given; & = joins results of further samples; [ ] = dose if it differs, or a comment. Calls follow the shape of the dose curve; as a rule, active = well fitted curve in the direction sought with a large enough effect; inconclusive = small, poorly fitted or top-dose-only effect, or another doubt; inactive = no such curve, though single readings can be large; an effect the other way counts as inactive or inconclusive. Potency is read from the fitted curve at half-maximal effect. An excerpt. The share of hits here may be higher or lower than overall.
SMILES,RGS4 inhibitor,ALOX12 inh,TrxR1 substrate,RXFP1 agonist,rTrxR1 inhibitor,IDH1 R132H inh,USP1-UAF1 inh,Vif-APOBEC3F blk,Vif-A3G inh
COc1ccc(OC)c(/C=N/N(C)c2ccccc2)c1,-33%,?,-15%,0.5%,-5%,4%,?,-1%,-1%
COC(=O)C(C)Sc1nnc(Cc2cc(=O)[nH]c(=O)[nH]2)n1-c1cc(C)ccc1C (stereo not given),-5%,-9%,9%,-0.1%,18%,11%,?,0%,1%
O=C(COc1ccc(Cl)cc1)Nc1cc(-c2ccccc2)no1,-12%,-16%,0%,-0.4%,33%,33%[activator],-10%,-4%,0%
COC(Cc1nnc(SC)n1-c1ccc(Cl)cc1)OC,8%,-25%,4%[57.1 µM],0.4%,-4%[57.1 µM],2%,-15%,2%,2%
COc1cccc(CC(NC(C)=O)C(=O)NC2CCN(C(=O)C3CCCCC3)CC2)c1OC (stereo not given),-3%,2%,9%[0.0914 µM],1.0%,14%[0.0914 µM],1%,-10%,-7%,-2%
Cc1ccccc1NC(=O)CSc1nc2ccccc2c2nc(CCn3c(C)nc4ccccc43)nn12,9%,?,-1%[57.1 µM],2.9%,9%[57.1 µM],-9%,-26%,1%,-2%
Cc1cccc(N(CC(=O)NC(C)(C)C)C(=O)CCC(=O)Nc2nccs2)c1,0%,6%,1%,1.7%,13%,11%,-4%,3%,1%
O=C(NCC1CCCO1)c1ccc2c(=O)n(CC3CCCO3)c(SCC(=O)N3CCCC3)nc2c1 (stereo not given),-37%,-8%,-2%[57.1 µM],0.2%,24%[57.1 µM],7%,-19%,-1%,1%
Cc1c(N=Cc2cccs2)c(=O)n(-c2ccccc2)n1C,14%,21%,-4%,0.9%,-12%,-5%,4%,0%,2%
COc1ccc(C2(Nc3cccc(C(=O)O)c3C)C(=O)c3ccccc3C2=O)cc1,-15%,?,5%,1.4%,13%,7%,-8%,3%,-3%
O=C(Nc1ccc(-c2noc(COc3ccccc3Cl)n2)cc1)c1ccco1,4%,0%,10%[57.1 µM],-0.4%,12%[57.1 µM],-1%,0%,0%,-5%
CCOc1ccc(NC(=O)C(C)n2c(=O)cc(-c3ccccc3)c3c(C)nn(C)c32)cc1 (stereo not given),0%,-18%,3%[57.1 µM],-0.3%,15%[57.1 µM],-9%,-14%,2%,2%
COc1ccccc1/C=N/OCc1cc(C(C)=O)ccc1OC,-20%,3%,10%[57.1 µM],-1.7%,-52%,6%,-17%,7%,-2%
CCCNS(=O)(=O)c1ccc(NC(=O)c2ccccn2)cc1,2%,14%,-3%[57.1 µM],2.2%,11%[57.1 µM],2%,-15%,-2%,1%
CC(C)Nc1nc(NC2CCCC2)nc(N2CCOCC2)n1,-3%,16%,-3%,-2.3%,4%,2%,-24%,0%,-3%
CCOc1ccc(S(=O)(=O)NCCC(=O)Nc2ncccc2C)cc1,-27%,0%,-5%,3.9%,-4%,6%,-15%,5%,1%
CCC1CCCCN1C(=S)NC(=O)c1ccc([N+](=O)[O-])cc1 (stereo not given),-21%,-6%,2%,-2.1%,-14%,4%,-18%,-3%,3%
CCCCOc1ccc(C2CC(=O)N(C)C2=O)cc1 (stereo not given),4%,-56%,4%,-3.2%,22%,2%,11%,-10%,-1%
Cc1ccc(C)c(NC(=O)c2cc(=O)c3cc(C)cc(C)c3o2)c1,4%,-15%,9%,1.3%,29%,-6%,-12%,0%,2%
Cc1cc(C)cc(OCC(=O)OC(C)C(=O)Nc2c(C)n(C)n(-c3ccccc3)c2=O)c1 (stereo not given),-37%,-11%,0%,-0.5%,11%,4%,-24%,-6%,0%

# Reformatted with tabs: part of the list above.
compound	RGS4 inhibitor	ALOX12 inh	TrxR1 substrate	RXFP1 agonist	rTrxR1 inhibitor	IDH1 R132H inh	USP1-UAF1 inh	Vif-APOBEC3F blk	Vif-A3G inh
CC(C)Nc1nc(NC2CCCC2)nc(N2CCOCC2)n1	-3%	16%	-3%	-2.3%	4%	2%	-24%	0%	-3%
CCOc1ccc(S(=O)(=O)NCCC(=O)Nc2ncccc2C)cc1	-27%	0%	-5%	3.9%	-4%	6%	-15%	5%	1%
CCC1CCCCN1C(=S)NC(=O)c1ccc([N+](=O)[O-])cc1 (stereo not given)	-21%	-6%	2%	-2.1%	-14%	4%	-18%	-3%	3%

# Later entries
SMILES,RGS4 inhibitor,ALOX12 inh,TrxR1 substrate,RXFP1 agonist,rTrxR1 inhibitor,IDH1 R132H inh,USP1-UAF1 inh,Vif-APOBEC3F blk,Vif-A3G inh
Cc1ccc(C)c(NC(=O)CSc2nc3ccccc3nc2N2CCOCC2)c1,4%&2%,29%&-12%,3%[57.1 µM],0.3%&3.1%,8%[57.1 µM],1%&-1%,-18%&-25%,9%&-2%,1%&3%
O=C(c1cc(-c2ccc(F)cc2)nc2ccccc12)N1CCC1,-4%,-15%,7%,/,7%,1%,-10%,-2%,-1%
C/C(=N\NC(=O)c1cccs1)c1cccnc1,?,-31%,-1%[57.1 µM],0.4%,12%[57.1 µM],-4%,1%,17%,3%
O=C(NC(=S)N1CCOCC1)c1cn(-c2ccccc2)nc1-c1ccc(F)cc1,?,?,-7%,-0.7%,-11%,2%,-22%,1%,-15%
O=C(COC(=O)CCSc1ccccc1)Nc1ccc(F)cc1Cl,11%,-4%,-3%,0.4%,4%,-10%,-7%,-13%,-2%
COCC1CCN(Cc2cn(-c3ccccc3F)nc2-c2cc(C)sc2C)CC1,1%,0%,3%,0.8%,20%,12%,-2%,?,-7%
COC(=O)c1ccccc1NS(=O)(=O)c1ccc(F)cc1,-12%,?,0%,1.9%,12%,5%,-9%,0%,0%
C/C(CC(=O)Nc1c(C)cc(C)cc1C)=N\NC(=O)Cc1ccccc1,19%,0%,-2%,2.4%,8%,-4%,-6%,-3%,5%
COc1ccccc1NC(=O)Cn1c(=O)n(Cc2ccccc2)c(=O)c2sc3ccccc3c21,-16%,-23%,0%,10.0%,5%,2%,-22%,1%,3%
COC(=O)[C@H](C)NC(=O)NCc1ccc(F)cc1,-10%,-9%,3%[57.1 µM],-0.6%,14%[57.1 µM],2%,-11%,-9%,-1%
Cc1ccc(CC2(O)CC(C)N(C)CC2C)c(C)c1 (stereo not given),24%,0%[57.4 µM],-4%,1.5%,6%,-3%,3%,-8%,-2%
Cc1nn(C)cc1CN(C)C(=O)c1nn2c(c1Br)NC(c1cccs1)CC2C(F)(F)F (stereo not given),1%,-6%,13%,0.4%,35%,0%,-21%,17%,1%
O=C(Nc1ccccc1)c1ccc(S(=O)(=O)N2CCC(C(=O)O)CC2)cc1,-24%,20%,-6%,-0.1%,-13%,11%,-12%,4%,0%
O=C(Cn1nc(-c2ccccc2)ccc1=O)NCCN1CCN(c2cccc(Cl)c2)CC1,-8%,0%,-5%,1.2%,8%,1%,-12%,-7%,2%
COC(=O)c1cc(CN2C(=O)c3ccccc3C2=O)c(O)c([N+](=O)[O-])c1,-14%,?,2%,?,20%,0%,-19%,2%,3%
CC(=O)NC1CCCC(NC(C)=O)C1 (stereo not given),13%,-6%,7%,/,9%,1%,3%,-2%,0%
COc1ccc2oc(C(=O)OC/C(O)=C(\C#N)c3nc4ccccc4[nH]3)c(C)c2c1,-28%[56.9 µM],25%,-5%,23%,5%,0%,-18%,?,-1%
CCOC(=O)C1CCCN(C(=S)Nc2ccc(C)cc2C)C1 (stereo not given),13%,-6%,0%,0.1%,6%,2%,1%,9%,0%
CCOC(=O)Cc1cn2c(=O)cc(CSCC(=O)Nc3ccc(C)c(C)c3)nc2s1,-18%,5%,21%[57.1 µM],2.6%,-1%[57.1 µM],6%,-7%,-6%,-9%
CC(=O)NCCNC(=O)CCCc1nnc2n(CC(C)C)c(=O)c3sccc3n12,5%,3%,3%,7.9%,12%,12%,4%,-9%,7%
CCN(CC)C(=O)CSc1nnc(-c2ccccn2)n1Cc1ccccc1,10%,17%,3%,7.5%,15%,-7%,-15%,9%,0%
CCCCCC(=O)N(O)C1CC(=O)N(c2ccccc2)C1=O (stereo not given),?,176%[activator],-21%[57.1 µM],1.3%,3.5µM*,5%,-10%,-10%,0%
Cc1ccccc1CNC(=O)CCC(=O)N1CCOc2ccccc21,-8%,24%,11%[57.1 µM],6.2%,12%[57.1 µM],9%,-25%,1%,0%
